Source: PubChem BioAssay
TIM10 inh = inhibits growth of TIM10 yeast strain; S. cerevisiae TIM10 strain growth, BacTiter-Glo luminescence, 24 h; inhibition, % at 10 µM; 1.4% of 330,000 active;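 active = inhibition of 40% or more at the single tested concentration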;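 also: wild-type TIM10 isogenic control strain grown at permissive 25 °C; 0% = DMSO yeast wells and 100% = minimal medium wells without yeast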
mIAP inh = blocks mouse intestinal alkaline phosphatase; purified mouse IAP, CDP-Star luminescence, 30 min; inhibition, % at 10 µM; 0.2% of 330,000 active;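 active = inhibition of at least 40% at 10 µM in the primary screen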;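 also: plate controls were DMSO with enzyme for no effect and no enzyme wells for full effect; values of inactives mirror those of a sister screen read the other way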
mIAP activ = mouse IAP activation | muIAP, CDP-Star luminescence, 30 min; hits give high values; 1 = vehicle-only enzyme signal, 0 = enzyme-free wells | activation factor at 10 µM | 0.24% of 330,000 active | AID 2805;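 active = activation factor of at least 2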; also: the source names both 10 and 20 µM as test concentration; values of inactives mirror those of a sister screen read the other way
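Assay system: mouse IAP enzyme / Compound: DMSO-dissolved test compounds / Timing: 30 min, room temperature / Measured by: luminescence from enzymatic CDP-Star hydrolysis / Control set: DMSO-only wells, enzyme-free buffer wells as negative control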
APOBEC3G inh = blocks human APOBEC3G single-stranded DNA deamination. Q9HC16. recombinant A3G, ssDNA deamination FAM/TAMRA fluorescence. inhibition, % at 20 µM. 0.28% of 330,000 active. AID 493012;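 active = inhibition of at least 40% at 20 µM, with no more than 30% in the related APOBEC3A deaminase screen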;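 also: plate controls were DMSO wells with A3G for no effect and wells lacking A3G enzyme for full effect; some compounds called inactive have numbers as strong as hits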
Target sequence (Q9HC16 whole entry, looked up): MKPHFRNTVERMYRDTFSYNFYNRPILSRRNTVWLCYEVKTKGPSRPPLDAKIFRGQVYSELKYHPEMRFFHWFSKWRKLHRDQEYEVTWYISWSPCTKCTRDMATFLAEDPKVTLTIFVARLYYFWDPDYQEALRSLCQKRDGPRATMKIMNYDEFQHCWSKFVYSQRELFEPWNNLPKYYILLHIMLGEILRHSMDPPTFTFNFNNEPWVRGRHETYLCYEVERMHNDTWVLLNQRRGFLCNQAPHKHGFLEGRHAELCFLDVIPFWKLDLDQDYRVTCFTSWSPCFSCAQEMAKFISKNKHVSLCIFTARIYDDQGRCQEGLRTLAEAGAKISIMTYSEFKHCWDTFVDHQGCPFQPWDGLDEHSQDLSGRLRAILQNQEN
NALP3 yeast inh = inhibitors of NALP3 inflammasome in yeast | Yeast reconstituted NLRP3/ASC/caspase-1, beta-gal luminescence, 24 h | inhibition, % at 10 µM | 0.39% of 330,000 active;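 active = inhibition of 50% or more; inactive = inhibition below 50%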;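 also: plate controls were induced DMSO wells for no effect and uninduced yeast grown without galactose for full effect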
tim10-1 inh = inhibits growth of tim10-1 mutant yeast | 2.2% of 330,000 active | inhibition, % at 20 µM | S. cerevisiae tim10-1 ts strain growth, BacTiter-Glo, 24 h;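 active = inhibition of at least 40%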;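 also: mutant grown at 25 °C; 0% = DMSO wells with yeast and 100% = wells holding no yeast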
hIAP block = blocks human intestinal alkaline phosphatase | P09923 | 0.12% of 330,000 active | purified IAP, CDP-Star luminescence, 30 min | inhibition, % at 10 µM;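 active = inhibition reaching a set limit with compound at 10 µM in the primary screen, cut at about 35% in these data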;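 also: plate controls were DMSO wells with enzyme for no effect and no-enzyme buffer wells for full effect; values of inactives mirror those of a sister screen read the other way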
Target sequence (P09923 whole entry, looked up): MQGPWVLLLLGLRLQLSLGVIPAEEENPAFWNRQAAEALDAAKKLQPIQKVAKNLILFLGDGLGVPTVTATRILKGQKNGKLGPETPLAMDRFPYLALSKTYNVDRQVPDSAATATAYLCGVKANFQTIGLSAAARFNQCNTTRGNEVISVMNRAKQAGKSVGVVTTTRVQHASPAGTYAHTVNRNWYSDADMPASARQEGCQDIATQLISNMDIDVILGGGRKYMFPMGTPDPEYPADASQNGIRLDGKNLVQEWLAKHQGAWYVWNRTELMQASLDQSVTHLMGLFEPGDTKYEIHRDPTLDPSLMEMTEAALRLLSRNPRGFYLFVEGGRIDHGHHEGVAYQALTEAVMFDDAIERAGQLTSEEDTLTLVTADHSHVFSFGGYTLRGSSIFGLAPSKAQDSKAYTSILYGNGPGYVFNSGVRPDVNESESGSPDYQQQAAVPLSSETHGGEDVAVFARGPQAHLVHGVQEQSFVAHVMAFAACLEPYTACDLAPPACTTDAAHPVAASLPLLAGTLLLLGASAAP
MIN6 prolif = inducers of beta-cell replication in MIN6 cells; MIN6 cells proliferation, ATPlite luminescence, 48 h; cells starved in 0.2% serum; 100% = growth in 10% serum; proliferation, % at 10 µM; 0.29% of 330,000 active;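 active = compounds whose signal lies at least 3.5 SD above the mean of all wells on their plate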;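 also: 0% = DMSO-treated cells in low-serum medium and 100% = 10% serum control; some compounds called inactive have numbers as strong as hits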
APOBEC3A inh = inhibitors of human APOBEC3A DNA deaminase | P31941 | recombinant A3A, FAM/TAMRA ssDNA deamination fluorescence | inhibition, % at 20 µM | 0.41% of 330,000 active;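 active = at least 40% inhibition at 20 µM here, with at most 30% in a related deaminase screen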;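 also: plate controls were A3A with DMSO for no effect and wells lacking A3A enzyme for full effect; some results filed as inactive read as strong as hits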
Target sequence (P31941 whole entry, looked up): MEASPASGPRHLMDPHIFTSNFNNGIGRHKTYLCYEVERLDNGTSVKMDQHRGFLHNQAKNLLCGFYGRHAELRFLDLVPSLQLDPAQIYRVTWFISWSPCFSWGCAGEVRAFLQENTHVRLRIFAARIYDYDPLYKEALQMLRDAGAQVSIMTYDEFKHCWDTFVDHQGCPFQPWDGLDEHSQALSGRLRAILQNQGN
Numbers without * were called inactive.

`CCOc1nc(-c2ccc(OC)cc2)ccc1-c1noc(C)n1` gave TIM10 inh 2, mIAP inh -1, mIAP activ 1, APOBEC3G inh -2, NALP3 yeast inh 34, tim10-1 inh 17, hIAP block 9, MIN6 prolif 3 and APOBEC3A inh -1.
Screening CCCn1c(=O)c2c(ncn2C)n(CCC)c1=O returned TIM10 inh -3, mIAP inh 6, mIAP activ 0.94, APOBEC3G inh -6, NALP3 yeast inh 32, tim10-1 inh 8, hIAP block -8, MIN6 prolif 6 and APOBEC3A inh -1.
For CNC(=O)c1cc(Cl)c(OC)c(OC)c1 the results were TIM10 inh -14, mIAP inh 0, mIAP activ 1, APOBEC3G inh 12, NALP3 yeast inh 3, tim10-1 inh 14, hIAP block -12, MIN6 prolif -3 and APOBEC3A inh 57*.
CCCCNC(=O)COC(=O)c1ccc(F)cc1Cl was read as TIM10 inh -4, mIAP inh -2, mIAP activ 1, APOBEC3G inh 0, NALP3 yeast inh 26, tim10-1 inh 5, hIAP block -2, MIN6 prolif 2 and APOBEC3A inh -4.
For Cc1ccccc1-c1oc(C)c(C)[n+]1[O-] the results were TIM10 inh -15, mIAP inh -15, mIAP activ 1.2, APOBEC3G inh 0, NALP3 yeast inh -6, tim10-1 inh 24, hIAP block 10, MIN6 prolif -1 and APOBEC3A inh -1.
`Cc1ccc(NC(=O)CSc2nnc(-c3ccoc3C)n2CCCN(C)C)cc1Cl` gave TIM10 inh -22, mIAP inh 4, mIAP activ 0.96, APOBEC3G inh -11, NALP3 yeast inh 20, tim10-1 inh 2, hIAP block -6, MIN6 prolif -3 and APOBEC3A inh -2.
Cc1cc2nc(Sc3c([N+](=O)[O-])nc(C)n3Cc3ccccc3)[nH]c2cc1C was read as TIM10 inh 25, mIAP inh 14, mIAP activ 0.86, APOBEC3G inh -7, NALP3 yeast inh 19, tim10-1 inh 43*, hIAP block 17, MIN6 prolif 0 and APOBEC3A inh -5.
For COc1ccc(C(=O)N/N=C/c2c(C)nn(-c3ccccc3)c2OC)cc1 the results were TIM10 inh 5, mIAP inh -22, mIAP activ 1.2, APOBEC3G inh -5, NALP3 yeast inh 12, tim10-1 inh 12, hIAP block -22, MIN6 prolif -3 and APOBEC3A inh -4.
Screening COc1ccc(N2C(=O)C(Cl)=C(N(CCO)Cc3ccccc3)C2=O)cc1 returned TIM10 inh 19, mIAP inh 2, mIAP activ 0.98, APOBEC3G inh -5, NALP3 yeast inh -4, tim10-1 inh 22, hIAP block 2, MIN6 prolif -1 and APOBEC3A inh -4.
O=C(CC1OC(=O)c2ccccc21)Nc1ccc(Cl)c(S(=O)(=O)N2CCCCC2)c1 (stereo not drawn) was read as TIM10 inh 25, mIAP inh 0, mIAP activ 1, APOBEC3G inh -4, NALP3 yeast inh 9, tim10-1 inh 17, hIAP block 2, MIN6 prolif -2 and APOBEC3A inh 22.
`C=CCn1c(SCC(=O)Nc2cccc(S(=O)(=O)N(C)c3ccccc3)c2)nnc1C1CC1` gave TIM10 inh -4, mIAP inh 2, mIAP activ 0.98, APOBEC3G inh -4, NALP3 yeast inh 22, tim10-1 inh -3, hIAP block 11, MIN6 prolif -3 and APOBEC3A inh 3.
Screening CCOc1ccc(C(C)(C)C)cc1S(=O)(=O)N1CC(C)OC(C)C1 (stereo not drawn) returned TIM10 inh 32, mIAP inh 5, mIAP activ 0.95, APOBEC3G inh -4, NALP3 yeast inh 12, tim10-1 inh 44*, hIAP block 2, MIN6 prolif -1 and APOBEC3A inh -2.
`CC(C)(C)c1ccc(S(=O)(=O)N2CCN(CC(=O)N3CC(=O)Nc4ccccc43)CC2)cc1` gave TIM10 inh 8, mIAP inh -16, mIAP activ 1.2, APOBEC3G inh -7, NALP3 yeast inh 15, tim10-1 inh 15, hIAP block 1, MIN6 prolif 1 and APOBEC3A inh 5.
For Oc1ccc2ccccc2c1/C=N/Nc1nnc(-c2ncc[nH]2)c2ccccc12 the results were TIM10 inh 33, mIAP inh 4, mIAP activ 0.96, APOBEC3G inh -7, NALP3 yeast inh 24, tim10-1 inh 27, hIAP block -6, MIN6 prolif -6 and APOBEC3A inh -4.
`Cc1cccc(OC(C)C(=O)OCC(=O)N2CCN(c3ccccc3)CC2)c1` (stereo not drawn) gave TIM10 inh -6, mIAP inh 0, mIAP activ 1, APOBEC3G inh 2, NALP3 yeast inh 12, tim10-1 inh 16, hIAP block -5, MIN6 prolif -2 and APOBEC3A inh 0.
Cc1ccc(C)c(S(=O)(=O)Nc2ccc3sc(C)nc3c2)c1 was read as TIM10 inh 5, mIAP inh 13, mIAP activ 0.87, APOBEC3G inh 1, NALP3 yeast inh -7, tim10-1 inh 22, hIAP block -5, MIN6 prolif -1 and APOBEC3A inh 1.
COc1ccccc1CNC(=O)c1cccnc1 was read as TIM10 inh -10, mIAP inh 7, mIAP activ 0.93, APOBEC3G inh -7, NALP3 yeast inh 21, tim10-1 inh -11, hIAP block -8, MIN6 prolif -2 and APOBEC3A inh -4.
For O=C(COc1ccc(S(=O)(=O)NC2CCCCC2)cc1)NCC1CCCO1 (stereo not drawn) the results were TIM10 inh 10, mIAP inh -3, mIAP activ 1, APOBEC3G inh -3, NALP3 yeast inh -2, tim10-1 inh 2, hIAP block 1, MIN6 prolif -1 and APOBEC3A inh 1.
`O=C(O)/C=C/c1ccc(-n2ccnc2)cc1` gave TIM10 inh -1, mIAP inh -2, mIAP activ 1, APOBEC3G inh -1, NALP3 yeast inh 5, tim10-1 inh 10, hIAP block 8, MIN6 prolif 1 and APOBEC3A inh -1.
Screening CC(C)OCCCNC(=O)c1ccc(NS(C)(=O)=O)cc1 returned TIM10 inh 15, mIAP inh 7, mIAP activ 0.93, APOBEC3G inh -7, NALP3 yeast inh 0, tim10-1 inh 8, hIAP block 13, MIN6 prolif -1 and APOBEC3A inh -7.
CCCc1[nH]c(=O)c(C#N)c2c1COC(C)(C)C2 was read as TIM10 inh -7, mIAP inh 4, mIAP activ 0.96, APOBEC3G inh -3, NALP3 yeast inh -10, tim10-1 inh 6, hIAP block -7, MIN6 prolif 2 and APOBEC3A inh -2.
`O=C(COc1cccc2c1CCNC2=O)Nc1ccc(Cl)cc1` gave TIM10 inh -1, mIAP inh 3, mIAP activ 0.97, APOBEC3G inh 7, NALP3 yeast inh 7, tim10-1 inh -9, hIAP block -5, MIN6 prolif -3 and APOBEC3A inh -2.
COc1cccc(N(CC(=O)N2CCN(c3ccccc3OC)CC2)S(C)(=O)=O)c1 was read as TIM10 inh 14, mIAP inh 5, mIAP activ 0.95, APOBEC3G inh -1, NALP3 yeast inh 5, tim10-1 inh 24, hIAP block 30, MIN6 prolif -2 and APOBEC3A inh 0.
For CC(C)CN(C(=O)c1ccc(S(=O)(=O)N2CCOCC2)cc1)C1CCS(=O)(=O)C1 (stereo not drawn) the results were TIM10 inh 2, mIAP inh 2, mIAP activ 0.98, APOBEC3G inh 3, NALP3 yeast inh 12, tim10-1 inh -4, hIAP block -6, MIN6 prolif 0 and APOBEC3A inh 3.
`CCc1cc(C(=O)N2CCN(S(=O)(=O)c3ccc(Cl)cc3)CC2)sc1C` gave TIM10 inh 2, mIAP inh -6, mIAP activ 1.1, APOBEC3G inh -5, NALP3 yeast inh 14, tim10-1 inh -2, hIAP block 4, MIN6 prolif -5 and APOBEC3A inh -2.
Screening COc1ccc(C(=O)Nc2ccc3nc(N4CCN(C)CC4)cc(C)c3c2)c(OC)c1 returned TIM10 inh 15, mIAP inh 11, mIAP activ 0.89, APOBEC3G inh -3, NALP3 yeast inh 27, tim10-1 inh 3, hIAP block -2, MIN6 prolif -5 and APOBEC3A inh -3.
Screening COc1cc(SC)ccc1C(=O)Nc1ccc(S(=O)(=O)N2CCCC2)cc1 returned TIM10 inh 12, mIAP inh 6, mIAP activ 0.94, APOBEC3G inh -4, NALP3 yeast inh 11, tim10-1 inh 2, hIAP block 4, MIN6 prolif 0 and APOBEC3A inh 0.
Screening COc1ccc(S(=O)(=O)NC2CC2)cc1-n1cnnn1 returned TIM10 inh 10, mIAP inh 8, mIAP activ 0.92, APOBEC3G inh -1, NALP3 yeast inh -6, tim10-1 inh 30, hIAP block -23, MIN6 prolif -3 and APOBEC3A inh -1.
`Cc1cccc(N2CCN(Cc3nc(-c4ccccc4Cl)oc3C)CC2)n1` gave TIM10 inh 33, mIAP inh 5, mIAP activ 0.95, APOBEC3G inh 0, NALP3 yeast inh 9, tim10-1 inh 32, hIAP block 10, MIN6 prolif -1 and APOBEC3A inh 5.
`Cc1nc2ccccc2c(=O)n1NC(=O)c1c(F)cccc1F` gave TIM10 inh 1, mIAP inh -8, mIAP activ 1.1, APOBEC3G inh 1, NALP3 yeast inh 17, tim10-1 inh 4, hIAP block 18, MIN6 prolif -6 and APOBEC3A inh 3.
`O=C(c1ccc(S(=O)(=O)N2CCCC2)cc1)N1CCN(c2ccccc2)CC1` gave TIM10 inh 14, mIAP inh 5, mIAP activ 0.95, APOBEC3G inh -10, NALP3 yeast inh -2, tim10-1 inh -10, hIAP block -2, MIN6 prolif 0 and APOBEC3A inh -5.
COc1ccc(N(CC(=O)NCCc2ccc(OC)c(OC)c2)S(=O)(=O)c2c(C)noc2C)cc1 was read as TIM10 inh 6, mIAP inh 2, mIAP activ 0.98, APOBEC3G inh -7, NALP3 yeast inh -3, tim10-1 inh 27, hIAP block -30, MIN6 prolif 0 and APOBEC3A inh -4.
`Cc1ccc(NC(NC(=O)c2cccnc2)C(Cl)(Cl)Cl)cc1` (stereo not drawn) gave TIM10 inh 14, mIAP inh -3, mIAP activ 1, APOBEC3G inh 1, NALP3 yeast inh -13, tim10-1 inh 19, hIAP block 3, MIN6 prolif 0 and APOBEC3A inh 0.
Screening O=C(CN1C(=O)NC2(CCCC2)C1=O)Nc1cccc(Cl)c1Cl returned TIM10 inh -15, mIAP inh -1, mIAP activ 1, APOBEC3G inh -7, NALP3 yeast inh 6, tim10-1 inh -8, hIAP block 3, MIN6 prolif 0 and APOBEC3A inh -2.
For O=C(N=c1ccn(-c2nc3ccccc3nc2NS(=O)(=O)c2ccc(Cl)cc2)cc1)c1cccs1 the results were TIM10 inh -19, mIAP inh 10, mIAP activ 0.9, APOBEC3G inh -28, NALP3 yeast inh 22, tim10-1 inh -10, hIAP block 13, MIN6 prolif 1 and APOBEC3A inh -17.
For Cc1ccc(C(=O)N(CCCN(C)C)c2nc3ccc(Cl)cc3s2)cc1C the results were TIM10 inh 26, mIAP inh 8, mIAP activ 0.92, APOBEC3G inh 3, NALP3 yeast inh 33, tim10-1 inh 25, hIAP block 10, MIN6 prolif -6 and APOBEC3A inh 4.
`CCOC(=O)Cc1c(C)c2c(C)nn(-c3ccccc3)c2oc1=O` gave TIM10 inh 26, mIAP inh -4, mIAP activ 1, APOBEC3G inh -7, NALP3 yeast inh 13, tim10-1 inh 37, hIAP block -9, MIN6 prolif 1 and APOBEC3A inh -2.

Some of these compounds in order of molar mass, low to high.
`O=C(COc1cccc2c1CCNC2=O)Nc1ccc(Cl)cc1` gave TIM10 inh -1, mIAP inh 3, mIAP activ 0.97, APOBEC3G inh 7, NALP3 yeast inh 7, tim10-1 inh -9, hIAP block -5, MIN6 prolif -3 and APOBEC3A inh -2.
COc1cccc(N(CC(=O)N2CCN(c3ccccc3OC)CC2)S(C)(=O)=O)c1 was read as TIM10 inh 14, mIAP inh 5, mIAP activ 0.95, APOBEC3G inh -1, NALP3 yeast inh 5, tim10-1 inh 24, hIAP block 30, MIN6 prolif -2 and APOBEC3A inh 0.
For CC(C)CN(C(=O)c1ccc(S(=O)(=O)N2CCOCC2)cc1)C1CCS(=O)(=O)C1 (stereo not drawn) the results were TIM10 inh 2, mIAP inh 2, mIAP activ 0.98, APOBEC3G inh 3, NALP3 yeast inh 12, tim10-1 inh -4, hIAP block -6, MIN6 prolif 0 and APOBEC3A inh 3.
